Screening data (PubChem)
JMJD2A Tudor: inhibitors of human JMJD2A Tudor domain | hit rate 4.4% among 390,000 | O75164 | AID 504339 | Potency, µM (titrated, usually from 114 µM), for inactives: at the top dose activity change, negative = inhibition, actives largely listed as inhibitors | AlphaScreen JMJD2A-Tudor / H3K4me3 peptide binding; further: potency means the concentration at half of the fitted maximal effect; on the % scale 0 is the no-effect control and ±100 the full control effect; nearly all actives have a fitted effect of over 50% in size
HP1b chromo inh: HP1-beta chromodomain-methylated histone interaction inhibition. Potency, µM (top dose mostly 114 µM), without a hit: at the highest dose activity change, negative = inhibition, most hits filed as inhibitors. AID 540317. hit rate 0.56% among 390,000. AlphaScreen HP1-beta / biotin-H3K9me3 peptide binding; further: potency means the concentration at half of the fitted maximal effect; nearly all actives have a fitted effect of over 70% in size; inactives centre near 23
Target sequence (P83916 whole entry, looked up): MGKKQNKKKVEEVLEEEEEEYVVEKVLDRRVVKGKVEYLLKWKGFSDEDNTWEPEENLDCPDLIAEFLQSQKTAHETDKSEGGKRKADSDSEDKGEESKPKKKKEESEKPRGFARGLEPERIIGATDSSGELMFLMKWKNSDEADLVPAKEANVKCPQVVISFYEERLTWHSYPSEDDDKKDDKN
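AlphaScreen: HP1-beta (50 nM) preformed 30 min with biotin-H3(1-18)K9me3 peptide (50 nM) in PBS pH 7.4, 0.01% Tween-20. Compound added for 30 min at RT, then streptavidin donor/nickel chelate acceptor beads (10 ug/mL) for 30 min.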
Pol eta inh: blocks human DNA polymerase eta activity | recombinant Pol eta, fluorescent DNA replication assay | hit rate 1.2% among 390,000 | Q9Y253 | AID 588591 | Potency, µM (highest dose often 114 µM), without a hit: at the top dose activity change, negative = inhibition, hits mostly inhibitors; further: potency means the concentration at half of the fitted maximal effect; on the % scale 0 is the no-effect control and ±100 the full control effect
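Fluorescent replication assay: 50 nM final substrate added after a 15 min room-temperature compound preincubation with 10 nM enzyme. Signal taken at 0 min and again at 10 min.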
G9a block: blocks human histone lysine methyltransferase G9a. Q96KQ7. G9a H3K9 monomethylation, AlphaScreen, 2 h. Potency, µM (doses to about 102 µM), inactives show at the top dose activity, negative = inhibition, usual class: inhibitors. hit rate 8.8% among 350,000; further: potency means the concentration at half of the fitted maximal effect; on the % scale 0 is the no-effect control and ±100 the full control effect; nearly all actives have a fitted effect of over 75% in size
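Quantitative HTS format: methyltransferase activity on a biotin-tagged H3K9 peptide is measured by AlphaScreen, using a rabbit anti-monomethyl-H3K9 antibody with streptavidin donor and anti-IgG acceptor beads. Final levels are 20 nM enzyme, 500 nM peptide, 20 uM SAM; 2 h RT.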
BAZ2B block: inhibitors of human BAZ2B bromodomain. Q9UIF8. hit rate 4.4% among 360,000. AlphaScreen BAZ2B-H3K14Ac peptide displacement. AID 504333. Potency, µM (titrated, usually from 114 µM), inactives show top-dose activity change, negative = inhibition, hits mostly inhibitors; further: potency means the concentration at half of the fitted maximal effect; on the % scale 0 is the no-effect control and ±100 the full control effect; nearly all actives have a fitted effect of over 60% in size
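AlphaScreen displacement of biotin-H3(5-23)K14Ac peptide (50 nM final) from BAZ2B (50 nM final) in PBS pH 7.4, 0.01% Tween-20; complex preformed 30 min RT, then compounds (top 110 uM) 30 min RT, beads 20 min dark.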
PGK inhibitor: blocks T. brucei phosphoglycerate kinase | P07378 | PGK/GAPDH coupled, Kinase-Glo luminescence, 60 min | Potency, µM (top dose mostly 57.5 µM), inactives show at the highest dose activity change, negative = inhibition, actives largely listed as inhibitors | hit rate 0.043% among 380,000 | AID 602233; further: potency means the concentration at half of the fitted maximal effect; on the % scale 0 is the no-effect control and ±100 the full control effect; nearly all actives have a fitted effect of over 60% in size
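Recombinant glycosomal PGK reaction used 1,3-bisphosphoglycerate generated in-well by GAPDH (100nM final) in 100mM TEA pH 7.6, 5mM MgCl2, 0.01% Tween-20. After 60 minutes at room temperature, ATP was read by Kinase-Glo Plus luminescence end-point.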
GLS inhibitor: inhibitors of human glutaminase (GLS). Potency, µM (series often up to 45.5 µM), for inactives: at the top dose activity change, negative = inhibition, most hits filed as inhibitors. GLS enzymatic activity, qHTS titration. hit rate 0.21% among 410,000. AID 624170; further: potency means the concentration at half of the fitted maximal effect; on the % scale 0 is the no-effect control and ±100 the full control effect
Target sequence (O94925 whole entry, looked up): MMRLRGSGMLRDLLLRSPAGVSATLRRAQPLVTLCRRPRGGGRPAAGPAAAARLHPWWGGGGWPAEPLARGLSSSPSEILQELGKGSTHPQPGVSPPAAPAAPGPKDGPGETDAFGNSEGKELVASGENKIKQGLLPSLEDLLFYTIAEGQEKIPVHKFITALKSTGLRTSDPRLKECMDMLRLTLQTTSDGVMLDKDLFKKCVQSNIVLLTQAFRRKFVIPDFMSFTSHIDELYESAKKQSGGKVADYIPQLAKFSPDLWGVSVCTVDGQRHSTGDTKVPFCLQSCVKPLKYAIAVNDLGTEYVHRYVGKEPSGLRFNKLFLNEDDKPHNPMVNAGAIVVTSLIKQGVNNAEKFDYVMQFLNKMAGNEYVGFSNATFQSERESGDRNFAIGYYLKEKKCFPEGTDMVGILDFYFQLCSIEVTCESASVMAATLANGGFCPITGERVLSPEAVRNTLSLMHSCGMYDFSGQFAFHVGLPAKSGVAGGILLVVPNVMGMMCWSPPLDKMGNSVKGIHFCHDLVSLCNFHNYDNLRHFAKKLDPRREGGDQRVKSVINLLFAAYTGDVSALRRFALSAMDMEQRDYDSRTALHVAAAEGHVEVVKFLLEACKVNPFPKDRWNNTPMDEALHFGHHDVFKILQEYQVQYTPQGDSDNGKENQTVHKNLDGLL
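Human kidney-isoform GLS in 45 mM KH2PO4 pH 8.2, 0.02% Tween-20, with compound, started with 1mM L-Glutamine (added stock). Glutamate oxidase/HRP/Amplex red coupled fluorescence read at start and after 30 min at RT.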
Pin1 inh: human Pin1 inhibition | Potency, µM (titrated, usually from 115 µM), inactives show at the top dose activity, negative = inhibition, actives largely listed as inhibitors | hit rate 0.009% among 390,000 | Pin1 FP peptide displacement, HiFluor488, 10 min | Q13526 | AID 504891; active means well fitted inhibition curve with a large enough effect in the polarisation, with a control signal flat, not every such curve was filed as active; inconclusive means small, poorly fitted or top-dose-only effect, or effect the other way, or a change in a side signal; inactive means no such curve, though single readings can be large or run the other way; the % refers to the polarisation; further: potency means the concentration at half of the fitted maximal effect; on the % scale 0 is the no-effect control and ±100 the full control effect
Target sequence (Q13526 whole entry, looked up): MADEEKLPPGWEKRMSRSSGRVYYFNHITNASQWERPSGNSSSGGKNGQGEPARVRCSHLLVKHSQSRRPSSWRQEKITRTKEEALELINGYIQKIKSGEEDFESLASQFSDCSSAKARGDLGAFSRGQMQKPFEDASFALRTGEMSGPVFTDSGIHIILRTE
PI4K2A inh: inhibitors of human PI4K2A. Q9BTU6. AID 1346378. hit rate 0.13% among 420,000. activity change, negative = inhibition, % at 76.9 µM. purified PI4K2A, ADP-Glo luminescence, 1 h; stronger effect = lower value; in the data active means activity change below about -50%; inconclusive means mostly about -30% to -49%;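 further: -100% = wells without enzyme as full effect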
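PI4K2A activity was measured by ADP-Glo luminescence: enzyme (4 ug/mL stock) and phosphatidylinositol (1.2 mM stock) in Tris pH 7.5/MgCl2/EGTA/Triton X-100 buffer were reacted with ATP (300 microM stock) for one hour at ambient temperature.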
Numbers without * were called inactive; & = joins results of further samples; [ ] = another dose, or the depositor's remark. Unless noted, the call rests on the fitted dose curve; in most records, active means well fitted curve in the direction sought with a large enough effect; inconclusive means small, poorly fitted or top-dose-only effect, or another doubt; inactive means no such curve, though single readings can be large; an effect the other way counts as inactive or inconclusive.

Screening CN(C)CCCN(C(=O)c1ccc(C(=O)c2ccccc2)cc1)c1nc2ccc(F)cc2s1 returned JMJD2A Tudor -2%, HP1b chromo inh 44%[activator], Pol eta inh inconclusive, G9a block inconclusive, BAZ2B block inconclusive, PGK inhibitor -2%, GLS inhibitor 13%, Pin1 inh -1% and PI4K2A inh -2&-1.
For CCOC(=O)c1oc2ccccc2c1COC(=O)CNC(=O)c1cc(OC)c(OC)c(OC)c1 the results were JMJD2A Tudor -5%, HP1b chromo inh 15%, Pol eta inh -2%, G9a block 2%[59 µM], BAZ2B block 14%, PGK inhibitor 6%, GLS inhibitor 0%, Pin1 inh -8% and PI4K2A inh 1.
For CC(=O)Nc1cccc(-c2nnc(-c3ccccc3)o2)c1 the results were JMJD2A Tudor -20%[57.1 µM], HP1b chromo inh 26%, Pol eta inh 3%, G9a block 8%[12.7 µM], BAZ2B block 9%, PGK inhibitor inactive, GLS inhibitor 4%, Pin1 inh -3% and PI4K2A inh -3.
Screening N#C/C=C/N1CCN(Cc2ccc3c(c2)OCO3)CC1 returned JMJD2A Tudor 2%, HP1b chromo inh 14%, Pol eta inh -15%, G9a block -5%[2.33 µM], BAZ2B block 3%, PGK inhibitor 6%, GLS inhibitor -21%, Pin1 inh -4% and PI4K2A inh 7.
`C[C@H]1CN([C@@H](C)CO)C(=O)CCCn2nncc2CO[C@H]1CN(C)C(=O)NC1CCCCC1` gave Pol eta inh -20%, PGK inhibitor -1%, GLS inhibitor 0% and PI4K2A inh -2.
O=C(COC(=O)CNS(=O)(=O)c1ccccc1)NC12CC3CC(CC(C3)C1)C2 was read as JMJD2A Tudor -6%, HP1b chromo inh 7%, Pol eta inh -11%, G9a block 6%, PGK inhibitor 0%, GLS inhibitor 13%, Pin1 inh 3% and PI4K2A inh -3.
`O=C(NC1CCCc2c1cnn2-c1ccc(F)cc1F)c1ccccn1` (stereo not given) gave JMJD2A Tudor -7%, HP1b chromo inh 33%, Pol eta inh -2%, G9a block 24%, BAZ2B block -32%, PGK inhibitor inactive, GLS inhibitor -9%, Pin1 inh 16% and PI4K2A inh 0.
For O=C(OCc1cc(=O)n2nc(C3CC3)sc2n1)c1ccc(F)cc1 the results were JMJD2A Tudor -13%, HP1b chromo inh 12%, Pol eta inh 7%, G9a block -13%[59 µM], BAZ2B block -15%, PGK inhibitor -8%, GLS inhibitor -4%, Pin1 inh 0% and PI4K2A inh 1.
For COc1ccc(-c2noc(C(=O)NCc3ccccc3Cl)n2)cc1OC the results were JMJD2A Tudor 8%, HP1b chromo inh 26%, Pol eta inh -13%, G9a block 0%, BAZ2B block -15%, PGK inhibitor -2%, GLS inhibitor -6%, Pin1 inh -1% and PI4K2A inh 4.
Cc1ccc(C(=O)NCc2nnc(SCC(=O)NC(C)c3ccccc3)n2C)cc1 (stereo not given) was read as JMJD2A Tudor 2%, HP1b chromo inh 50%[activator], Pol eta inh -5%, G9a block 3%, BAZ2B block -10%, PGK inhibitor -2%, GLS inhibitor 3%, Pin1 inh 1% and PI4K2A inh -2.
`COc1ccc(-n2nc(C(=O)Nc3cccc(Cl)c3)c3c4ccccc4n(C)c3c2=O)cc1Cl` gave JMJD2A Tudor 0%, HP1b chromo inh 41%[activator], Pol eta inh -12%, G9a block 7%[59 µM], PGK inhibitor -2%, GLS inhibitor 5%, Pin1 inh -2% and PI4K2A inh -2.
`COC(=O)C1=C(C)N(CCCC(=O)O)C(=O)NC1c1ccc(OC)cc1` (stereo not given) gave JMJD2A Tudor 1%, HP1b chromo inh 30%, Pol eta inh -14%, PGK inhibitor 0%, GLS inhibitor -5%, Pin1 inh -4% and PI4K2A inh 0.
Screening O=C(OC12CC3CC(CC(C3)C1)C2)c1ccc(NCc2cc(O)ccc2O)cc1 returned JMJD2A Tudor 56µM*, HP1b chromo inh 71µM*, Pol eta inh -20%, PGK inhibitor 6%, GLS inhibitor 10%, Pin1 inh -4% and PI4K2A inh 1.
For O=C(NNC(=O)c1ccc(NC(=O)C2CC2)cc1)c1ccc(F)cc1 the results were JMJD2A Tudor 9%, HP1b chromo inh 50%[activator], Pol eta inh -12%, G9a block 8%, BAZ2B block -11%, PGK inhibitor -7%, GLS inhibitor 2%, Pin1 inh -7% and PI4K2A inh 6.
Screening COc1ccc(C(=O)O)cc1S(=O)(=O)Nc1cccc(C(F)(F)F)c1 returned JMJD2A Tudor -10%, HP1b chromo inh 17%, Pol eta inh -12%, G9a block -28%, BAZ2B block -2%, PGK inhibitor -7%, GLS inhibitor 3%, Pin1 inh -9% and PI4K2A inh -7.
Screening COc1ccc2cc(C(=O)N3CCc4ccccc43)[nH]c2c1 returned JMJD2A Tudor -22%, HP1b chromo inh 25%, Pol eta inh -7%, G9a block -37%, BAZ2B block 6%, GLS inhibitor 6%, Pin1 inh -2% and PI4K2A inh -20.
`COc1ccc(C(=O)OCc2c(F)cccc2Cl)cc1S(=O)(=O)N1CCOCC1` gave JMJD2A Tudor -5%, HP1b chromo inh 1%, Pol eta inh -17%, G9a block -11%[2.33 µM], BAZ2B block -7%, PGK inhibitor -8%, GLS inhibitor 1%, Pin1 inh 7% and PI4K2A inh -1.
Screening Cc1oc2c(c1C(=O)NCc1cccnc1)C(=O)c1ccccc1C2=O returned JMJD2A Tudor -17%, HP1b chromo inh 29%, Pol eta inh -14%, BAZ2B block -5%, PGK inhibitor -4%, GLS inhibitor -7%, Pin1 inh -4% and PI4K2A inh -8.
For Cc1ccc(OCCCCCCN2CCNCC2)c(Br)c1 the results were JMJD2A Tudor -27%, HP1b chromo inh -2%, Pol eta inh -16%, PGK inhibitor 3%, GLS inhibitor 4%, Pin1 inh 0% and PI4K2A inh 4.
`COc1cccc(CN(C)C(=O)c2ccc(Oc3ccccc3)cc2)c1OC` gave JMJD2A Tudor 44%[activator], HP1b chromo inh 69%[activator], Pol eta inh -21%, G9a block 6%, BAZ2B block 3%, PGK inhibitor -7%, GLS inhibitor -8%, Pin1 inh 0% and PI4K2A inh -1.
`O=C(Nc1ncc2c(n1)-c1ccccc1OC2)c1ccc(Cl)cc1Cl` gave JMJD2A Tudor 6%, HP1b chromo inh 16%, Pol eta inh -2%, G9a block 1%[59 µM], BAZ2B block -2%, PGK inhibitor -10%, GLS inhibitor 1%, Pin1 inh -3% and PI4K2A inh 3.
Screening O=C(NCc1cccnc1)C1CCN(S(=O)(=O)N2CCOCC2)CC1 returned JMJD2A Tudor -7%, HP1b chromo inh 20%, Pol eta inh -13%, G9a block -14%, BAZ2B block -22%, PGK inhibitor 0%, GLS inhibitor 2%, Pin1 inh -2% and PI4K2A inh 2.
Screening O=[N+]([O-])c1ccccc1S(=O)(=O)Nc1cccc(-c2ccc(N3CCOCC3)nn2)c1 returned JMJD2A Tudor -11%, HP1b chromo inh 22%, Pol eta inh -15%, G9a block -1%[0.501 µM], BAZ2B block 0%, PGK inhibitor -4%, GLS inhibitor -12%, Pin1 inh -1% and PI4K2A inh -4.
`O=S(=O)(NCC(c1cccnc1)N1CCN(Cc2ccccc2)CC1)c1ccc(Cl)cc1` (stereo not given) gave JMJD2A Tudor -22%, HP1b chromo inh 21%, Pol eta inh -24%, G9a block 17%, BAZ2B block -25%, PGK inhibitor -3%, GLS inhibitor -2%, Pin1 inh -8% and PI4K2A inh 0.
C=CCn1c(C(C)(C)C)nc2ccccc21 was read as JMJD2A Tudor 4%, HP1b chromo inh 43%[activator], Pol eta inh -4%, G9a block 17%[12.7 µM], BAZ2B block -13%, PGK inhibitor -9%, GLS inhibitor -13%, Pin1 inh -6% and PI4K2A inh 1.
For OCC(O)C1OC(Nc2ccc(Cl)cc2)C(O)C1O (stereo not given) the results were JMJD2A Tudor -15%, HP1b chromo inh 29%, Pol eta inh -17%, BAZ2B block -1%, PGK inhibitor -10%, GLS inhibitor -2%, Pin1 inh 1% and PI4K2A inh 5.
CCCCN1C(=O)Cc2c1nc(N)c1c(N)nc(N(CCC)CCC)c(C#N)c21 was read as JMJD2A Tudor -26%, HP1b chromo inh inconclusive, Pol eta inh 1%, G9a block 40µM*, BAZ2B block -34%, PGK inhibitor -7%, GLS inhibitor 16%, Pin1 inh -7% and PI4K2A inh -1.
`C=CCc1c(C)nn(CC(=O)O)c1-c1ccccc1` gave JMJD2A Tudor 0%, HP1b chromo inh 41%[activator], Pol eta inh -19%, G9a block 27%, BAZ2B block -1%, PGK inhibitor 1%, GLS inhibitor 10%, Pin1 inh -9% and PI4K2A inh -4.
Cc1ccccc1NC(=S)N(Cc1ccccn1)Cc1ccccc1Cl was read as JMJD2A Tudor -6%, HP1b chromo inh 47%[activator], Pol eta inh inconclusive, G9a block 3%, BAZ2B block -24%, PGK inhibitor 9%, GLS inhibitor 4%, Pin1 inh inconclusive and PI4K2A inh -5.
Screening CCc1ccccc1NC(=O)CSc1nnc(Cn2nnc3ccccc32)n1C returned JMJD2A Tudor -5%, HP1b chromo inh 10%, Pol eta inh 3%, G9a block 2%[59 µM], BAZ2B block inconclusive, GLS inhibitor 5%, Pin1 inh -8% and PI4K2A inh 2.
`O=C(Cc1ccccn1)c1ccccc1` gave JMJD2A Tudor -22%, HP1b chromo inh 24%, Pol eta inh -12%, G9a block -1%[2.33 µM], BAZ2B block inconclusive, PGK inhibitor -10%, GLS inhibitor -10%, Pin1 inh 0% and PI4K2A inh 2.
Screening CCOc1ccc(Cl)cc1S(=O)(=O)N1CCC(C(=O)NCc2ccco2)CC1 returned JMJD2A Tudor -13%, HP1b chromo inh 9%, Pol eta inh -4%, G9a block -5%, BAZ2B block -15%, PGK inhibitor -4%, GLS inhibitor 0%, Pin1 inh -6% and PI4K2A inh -20.

The list is partial, so the mix of outcomes need not match the whole.
